Jurkat NFkB inh – inhibitors of the PMA/ionomycin-induced NF-kB reporter in Jurkat cells | PMA/ionomycin-induced NF-kB luciferase reporter, luminescence | inhibition, % at 4 µM | 0.53% of 330,000 active | AID 435003
UBC13 polyUb – inhibitors of human UBC13 polyubiquitin chain formation; TR-FRET; inhibition, % at 20 µM; 0.47% of 330,000 active; AID 485273; in the data active = inhibition above about 45%, passing the limit was not always enough; inconclusive = no clear call, values can overlap the other calls
Target sequence (P61088 whole entry, looked up): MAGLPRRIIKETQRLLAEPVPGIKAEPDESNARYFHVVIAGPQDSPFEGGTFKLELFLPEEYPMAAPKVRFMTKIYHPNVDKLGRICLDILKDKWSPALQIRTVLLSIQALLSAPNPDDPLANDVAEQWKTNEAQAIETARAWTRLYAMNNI
697 NFkB inh – inhibitors of the PMA/ionomycin-induced NF-kB reporter in 697 B cells | 697 B-cell NF-kB luciferase reporter, 16 h | inhibition, % at 4 µM | 0.33% of 330,000 active | AID 435022; in the data active = inhibition above about 35%
EBI2 antag – EBI2 (human) antagonism; EBI2 beta-arrestin recruitment, luminescence, 7a,25-OHC stimulated; inhibition, % at 5 µM; P32249; AID 651636; 0.81% of 360,000 active; in the data active = inhibition above about 38%;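 note: enzyme fragment complementation signal reports receptor beta-arrestin coupling in cells; 0% = agonist plus DMSO wells and 100% = wells without agonist; some results beyond the cut were filed as inactive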
Target sequence (P32249 whole entry, looked up, the tested form may be a part): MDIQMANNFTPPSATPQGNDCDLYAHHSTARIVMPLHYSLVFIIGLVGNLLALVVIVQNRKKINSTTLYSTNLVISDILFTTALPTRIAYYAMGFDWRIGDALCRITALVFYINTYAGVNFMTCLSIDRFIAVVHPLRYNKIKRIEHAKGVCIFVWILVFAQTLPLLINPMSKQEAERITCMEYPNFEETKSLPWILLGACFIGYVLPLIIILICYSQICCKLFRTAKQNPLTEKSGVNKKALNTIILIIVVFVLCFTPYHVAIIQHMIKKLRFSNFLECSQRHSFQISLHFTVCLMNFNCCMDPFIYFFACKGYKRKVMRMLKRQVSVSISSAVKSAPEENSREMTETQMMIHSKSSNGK
Apaf-1 inh – blocks human Apaf-1 apoptosome activity | AID 489030 | 0.71% of 330,000 active | inhibition, % at 20 µM | reconstituted apoptosome caspase-3 activity, DEVD-Rh110 fluorescence; active = inhibition of at least 40% at 20 µM;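 note: plate controls were DMSO wells for no effect and DEVD-CHO caspase inhibitor wells for full effect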
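Material: biochemical Apaf-1 apoptosome reconstitution. Medium: Hepes buffer, pH 7.5. Also added: cytochrome c activation, bis-DEVD rhodamine 110 substrate. Timing: 30 min compound preincubation, 50 min activation, room temperature. Measured by: rhodamine 110 fluorescence at Ex 480/Em 540 nm.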
Gli-Sufu antag – antagonists of Gli-Sufu signaling | AID 588413 | 0.74% of 340,000 active | Sufu-KO-LIGHT fibroblasts, Gli luciferase reporter luminescence | inhibition, % at 5 µM;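 active = inhibition above about 55%, limit read from the data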;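 note: 0% = DMSO-treated cells and 100% = wells with medium but no cells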
SENP8 block – SENP8 protease inhibition | Q96LD8 | AID 2540 | inhibition, % at 10 µM | purified SENP8, Z-RLRGG-aminoluciferin cleavage, luminescence | 1.2% of 330,000 active
CCR6 antagonist – CCR6 (human) receptor antagonism. P51684. CHO-K1 CCR6 PathHunter beta-arrestin, luminescence, CCL20-stimulated. inhibition, % at 20 µM. 0.49% of 340,000 active;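 active = compounds whose inhibition of the agonist-driven luminescence signal at 20 µM reaches about 50%, limit read from the data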;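 note: cells stimulated with CCL20 at 14 nM final; plate controls were DMSO with CCL20 for no effect and DMSO without agonist for full effect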
Active calls of the source: *; u = inconclusive; x = no result given. Cut-off read from the data, not from the text of the source, unless noted: active = inhibition above about 50%; inactive = the rest.

#1 CC[C@@H]1[C@H]2CCCC(=O)N3CC[C@@H](C[C@H]1O)[C@@H]23
#2 COc1cccc(N(CC(=O)NC2CC3CCC2C3)S(=O)(=O)c2ccccc2)c1 (centres undefined)
#3 CCN1CCN(C(=S)c2ccc(OCC(=O)Nc3ccc(OC)cc3)cc2)CC1
#4 OC(CNC1CCCC1)COc1ccc(-c2ccccc2)cc1 (centres undefined)
#5 Cc1cccc(NC(=O)c2cc3ccccc3oc2=O)c1
#6 Cc1cc(=O)n2[nH]c(N)c(N=Nc3ccccc3F)c2n1

assay / compound	1	2	3	4	5	6
Jurkat NFkB inh	-4	15	-5	9	-154	5
UBC13 polyUb	7	8	-1	20	-5	-36
697 NFkB inh	14	5	5	1	-138	19
EBI2 antag	8	-8	-1	-17	1	1
Apaf-1 inh	1	15	2	2	-4	-1
Gli-Sufu antag	-8	14	-1	-16	-77	0
SENP8 block	-6	6	0	-6	64*	85*
CCR6 antagonist	-5	18	13	5	-2	28

#7 Cc1c(C(=O)N(Cc2ccccc2)Cc2cccnc2)cnn1-c1ccc(F)cc1
#8 O=C(CCCN1C(=O)NC2(CCCC2)C1=O)N1CCN(S(=O)(=O)c2ccccc2)CC1
#9 O=[N+]([O-])c1cccc(NC(=S)N2CCc3ccccc3C2)c1
#10 c1ccc2c(c1)nc1n2CC2CON(C3CCCCC3)C12 (centres undefined)
#11 CSc1nc2ccc(NC(=O)c3c(-c4ccccc4)noc3C)cc2s1
#12 CCCCN(C(=O)c1ccccc1OCc1ccc(F)cc1)c1c(N)n(CCC)c(=O)[nH]c1=O

assay / compound	7	8	9	10	11	12
Jurkat NFkB inh	9	1	-39	-6	16	11
UBC13 polyUb	-5	-2	6	-2	u	-3
697 NFkB inh	-15	-2	-61	7	11	-18
EBI2 antag	14	1	7	-6	6	7
Apaf-1 inh	-14	2	-4	-8	-4	22
Gli-Sufu antag	1	0	-34	-1	5	5
SENP8 block	-2	3	3	7	-5	-11
CCR6 antagonist	1	0	3	11	21	2

#13 CC1(C)CC(NC(=S)NCc2ccc3c(c2)OCO3)CC(C)(C)N1
#14 COc1ccc(OC)c(NC(=O)CN2C(=O)NC3(CCCc4ccccc43)C2=O)c1 (centres undefined)
#15 O=C(/C=C/c1ccc2c(c1)OCCCO2)c1ccccc1O
#16 O=C(C=C=Nc1ccccc1)C(=O)N=C=Cc1ccccc1
#17 CC(C)Cn1c(=O)c2ccccc2n2c(CCC(=O)NCc3ccccn3)nnc12
#18 COc1ccccc1C(=O)NNC(=O)c1ccc(C)cc1

assay / compound	13	14	15	16	17	18
Jurkat NFkB inh	5	-3	-75	-1	15	-45
UBC13 polyUb	0	1	0	-28	-5	5
697 NFkB inh	24	9	-180	-158	-9	-45
EBI2 antag	x	3	18	-7	3	4
Apaf-1 inh	-8	-7	13	6	-2	-2
Gli-Sufu antag	x	-4	-66	-25	20	-49
SENP8 block	1	7	81*	-9	-1	-3
CCR6 antagonist	x	12	24	36	12	1

Retrieved by structure from the list above (three):
#14 COc1ccc(OC)c(NC(=O)CN2C(=O)NC3(CCCc4ccccc43)C2=O)c1 (centres undefined)
#13 CC1(C)CC(NC(=S)NCc2ccc3c(c2)OCO3)CC(C)(C)N1
#15 O=C(/C=C/c1ccc2c(c1)OCCCO2)c1ccccc1O

assay / compound	14	13	15
Jurkat NFkB inh	-3	5	-75
UBC13 polyUb	1	0	0
697 NFkB inh	9	24	-180
EBI2 antag	3	x	18
Apaf-1 inh	-7	-8	13
Gli-Sufu antag	-4	x	-66
SENP8 block	7	1	81*
CCR6 antagonist	12	x	24

Going on with the list:
#19 COc1ccc(NC(=O)CSc2nc3c(sc4ccccc43)c(=O)n2CCCN2CCCC2)cc1
#20 CCOC(=O)Cc1nnc(NC(=O)COc2ccc(F)cc2)s1
#21 O=C(CSc1nc2ccccc2o1)NCC1CCCO1 (centres undefined)
#22 CC1(C)CC(=O)C=C(NNC(=O)C2CCCCC2)C1
#23 COc1ccc(C(=O)N/N=C/c2ccc(OC(=O)c3cccs3)cc2)cc1
#24 CC(=O)C1=C(C)NC(SCC(N)=O)=C(C#N)C1c1cccs1 (centres undefined)

assay / compound	19	20	21	22	23	24
Jurkat NFkB inh	15	-12	-2	-6	6	14
UBC13 polyUb	50*	-5	2	3	2	-2
697 NFkB inh	-1	9	7	14	-10	14
EBI2 antag	1	-17	-11	4	-2	-5
Apaf-1 inh	35	-6	-3	-8	-9	-25
Gli-Sufu antag	12	-1	13	-11	-14	4
SENP8 block	8	-6	13	-1	-3	0
CCR6 antagonist	7	-1	-2	-17	-2	-2

A draw from above in order of length of the SMILES, low to high:
#21 O=C(CSc1nc2ccccc2o1)NCC1CCCO1 (centres undefined)
#24 CC(=O)C1=C(C)NC(SCC(N)=O)=C(C#N)C1c1cccs1 (centres undefined)
#19 COc1ccc(NC(=O)CSc2nc3c(sc4ccccc43)c(=O)n2CCCN2CCCC2)cc1

assay / compound	21	24	19
Jurkat NFkB inh	-2	14	15
UBC13 polyUb	2	-2	50*
697 NFkB inh	7	14	-1
EBI2 antag	-11	-5	1
Apaf-1 inh	-3	-25	35
Gli-Sufu antag	13	4	12
SENP8 block	13	0	8
CCR6 antagonist	-2	-2	7

Copied from the list.
Entry of compound 19 in SENP8 block: 8
Entry of compound 21 in Apaf-1 inh: -3
Entry of compound 23 in Apaf-1 inh: -9

Next section.
#25 CCCCn1c(-c2csc3ccccc23)n[nH]c1=S
#26 Cc1onc(C(=O)NN)c1-c1csc(COc2ccccc2)n1
#27 CCc1ccccc1NC(=O)CNC(=O)c1cn(Cc2ccccc2)nc1-c1cccnc1
#28 CC(Cc1ccccn1)NC(=O)c1ccc(OC2CCN(Cc3ccccn3)CC2)cc1 (centres undefined)
#29 Cc1cc(C)c2[nH]c(=O)c(CN(Cc3cccs3)C(=S)NCC3CCCO3)cc2c1 (centres undefined)
#30 CCOc1ccc(N(C)S(=O)(=O)c2ccc(-c3cc(C)no3)s2)cc1
#31 N/C(=N\OC(=O)COc1cc(Cl)c(Cl)cc1Cl)c1ccccn1
#32 CC(C)c1onc(C(=O)N2CCN(c3ccccc3)CC2)c1[N+](=O)[O-]

assay / compound	25	26	27	28	29	30	31	32
Jurkat NFkB inh	-7	-1	11	-15	13	58*	-77	6
UBC13 polyUb	-2	2	7	-7	8	7	6	-4
697 NFkB inh	3	-32	16	0	-14	-61	-179	17
EBI2 antag	-3	2	-9	0	6	8	1	1
Apaf-1 inh	1	-21	-4	-9	21	7	6	-6
Gli-Sufu antag	7	3	12	5	9	34	-114	10
SENP8 block	-11	-4	-3	0	1	-8	58*	-3
CCR6 antagonist	-2	2	1	14	29	24	9	-3

Compound activity deposited in PubChem BioAssay by Sanford-Burnham Center for Chemical Genomics.

This is a subset. The share of hits here may be higher or lower than overall.
